Casp6 inh: human caspase-6 inhibitors, primary screen, biochemical, VEID-R110 fluorescence, single point, set 2. P55212. actives 0.53% (n = 350,000). inhibition, % at 12.5 µM. purified caspase-6, Z-VEID-R110 cleavage fluorescence;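 active = mean inhibition across replicates at least about 35%, with every replicate also reaching that limit, limit read from the data; inconclusive = only one of the two criteria met; inactive = neither criterion met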;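 note: 0% = median of neutral control wells and 100% = no fluorescence left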
Target sequence (P55212 24-179 limits assumed): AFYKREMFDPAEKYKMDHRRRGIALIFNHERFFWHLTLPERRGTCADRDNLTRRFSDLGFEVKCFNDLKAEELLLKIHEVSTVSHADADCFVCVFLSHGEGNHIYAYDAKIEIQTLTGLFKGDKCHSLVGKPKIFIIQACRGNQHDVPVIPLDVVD
Target sequence (P55212 194-293 limits assumed): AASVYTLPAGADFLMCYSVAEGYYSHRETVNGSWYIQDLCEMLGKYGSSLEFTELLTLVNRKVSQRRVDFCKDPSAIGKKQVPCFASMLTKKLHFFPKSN
PAX8 inh HTS: inhibitors of PAX8-driven TPO luciferase reporter, primary screen, RMG-I cells, single concentration | SteadyGlo, 24 h | inhibition, % at 12.6 µM | actives 1.2% (n = 360,000);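 active = mean replicate inhibition at least 60% with every replicate also reaching 60%; inconclusive = only one of the two criteria is met; inactive = mean below 60% and not all replicates reaching 60%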;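 note: luciferase light reporting Pax8 driven TPO promoter activity; plate controls were median of neutral control wells for no effect and mitoxantrone controls for full effect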
FN deposit inh: inhibitors of fibronectin matrix deposition, primary screen, AH1F cells, Alexa488-fibronectin fluorescence, plate reader; AH1F fibroblasts, overnight; inhibition, % at 12.6 µM; actives 0.086% (n = 350,000); AID 743247, 2014;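 active = mean inhibition across replicates of 30% or more, regardless of how many single replicates reach that level; inconclusive = mean under 30% yet at least half of replicates reach 30%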;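 note: positive control wells lacked labelled fibronectin entirely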
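material = AH1F fibroblast monolayer depositing Alexa488-labelled fibronectin into matrix | amount = 10000 AH1F cells/well | buffer or medium = DMEM plus 2% serum, read in PBS | incubation = 1 h cell adhesion before compound, then overnight fibronectin incubation | detection = fluorescence at 485 nm excitation, 525 nm emission | evaluation = percent inhibition as loss of matrix-bound fibronectin fluorescence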
EWS-Fli inh: EWS/Fli-driven NR0B1 reporter inhibitors, primary screen, A673 cells, NR0B1 luciferase, luminescence, MLPCN library; viability-normalised; actives 0.67% (n = 350,000); inhibition, % at 12.6 µM;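 active = mean inhibition of at least 50% after viability correction, with every replicate also passing that limit; inconclusive = mean reaches 50% but only one of two replicates passes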;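 note: firefly luciferase signal divided by Alamar Blue viability fluorescence both relative to DMSO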
miR-122 sensor: miR-122 Renilla sensor signal increase in Huh7, primary screen, miR-122 inhibitor project, cell-based, single point, plate reader; Huh7 miR-122 Renilla luciferase sensor, 48 h; neutral wells = 0, positive control = 100; activation (reporter increase), % at 12.5 µM; actives 0.3% (n = 340,000); AID 602342, 2012;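 active = mean replicate activation score at least 90 and every replicate individually at or above 90; inconclusive = only one of the two criteria met; inactive = neither criterion met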;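 note: higher luciferase means less miR-122 activity so hits act as miR-122 inhibitors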
LGR2 antag: inhibitors of bursicon-induced LGR2 CRE-luciferase signal, primary screen, cell-based, HEK293, CRE-luciferase reporter, bursicon stimulation | bursicon-stimulated, 4 h | AID 720647, 2013 | Drosophila bursicon receptor LGR2 (rickets) | inhibition, % at 9.99 µM | actives 0.35% (n = 380,000);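 active = drop in luminescence signal, shown as inhibition above about 50% in the replicate tests, limit read from the data, passing the limit was not always enough; inconclusive = probably only some replicates passing the limit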;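 note: agonist challenge used bursicon conditioned medium at about half maximal strength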
PGC1a acetyl inh: inhibitors of PGC1a acetylation signal, primary screen, cell-based, U2OS, AlphaScreen, inhibitor mode; inhibition, % at 15.6 µM; AID 651687, 2012; AlphaScreen anti-acetyl-lysine; with virally co-expressed GCN5 acetyltransferase; actives 0.17% (n = 350,000);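 active = every replicate shows inhibition of at least 40%; inconclusive = mean inhibition at least 40% but some replicate below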;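 note: 0% = neutral control wells and 100% = positive control wells; some results beyond the cut were filed as inactive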
Cneo AK release: Cryptococcus neoformans cell lysis inducers, primary screen, AK release luminescence, single concentration; C. neoformans lysis, adenylate kinase release luminescence, 4 h; normalised: neutral wells 0, clomiphene wells 100; lysis activity, % at 15 µM; actives 0.2% (n = 360,000); AID 651654, 2012;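 active = mean lysis activity across replicates of at least 80%, whatever share of replicates individually reach that level; inactive = mean lysis activity below 80%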
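Material: C. neoformans cells; Schedule: 4 h static compound exposure, 37 °C, read 1 h post-reagent; Measured by: adenylate kinase release luminescence; Read-out: signal increase indicating cell lysis; Controls: Clomiphene as positive lysis control.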
* marks the source's active call; other numbers are inactive results; u = inconclusive; x = not tested or not shown; & = joins results of further samples; [ ] = dose if it differs, or a comment.

| SMILES | Casp6 inh | PAX8 inh HTS | FN deposit inh | EWS-Fli inh | miR-122 sensor | LGR2 antag | PGC1a acetyl inh | Cneo AK release |
| --- | --- | --- | --- | --- | --- | --- | --- | --- |
| CC(C)c1ccc(CCNC(=O)CSC(=S)N2CCCC2)cc1 | 5 | -109 | -9 | -1 | 2 | 8 | x | 2 |
| COc1cccc(NC(=O)CN(C)C(=O)c2ccc(S(=O)(=O)Nc3ccccc3F)cc2)c1 | 1 | -12 | x | -2 | x | 4 | x | x |
| C[C@@H]1CN([C@H](C)CO)S(=O)(=O)c2ccc(-c3ccc(F)cc3)cc2O[C@@H]1CN(C)Cc1ccccc1C(=O)O | x | -7 | -9 | -6 | u | 0 | -2 | x |
| CO[C@H]1CN(C)C(=O)c2cc(NC(=O)c3ccccc3)ccc2OC[C@@H](C)N(C)C[C@@H]1C | -1 | x | -15 | -5 | 6[16.7 µM] | -5 | 12 | 50 |
| C=CCn1c(SCC(=O)NC2CC2)nnc1C1CC1 | -2 | 2 | 4 | x | 0 | 11 | 7 | -1 |
| CCc1ccc(CNC(=O)CCCn2nc(C)n3ccnc3c2=O)cc1 | 1 | 4 | 2 | -10 | -2 | 2 | -40 | 0 |
| CC(=O)N1C[C@@H](CO)[C@@H](N(C)C(=O)Nc2cccc3ccccc23)C[C@H]1c1ccccc1 | 0 | -3 | -4 | 10 | x | 12 | x | x |
| CN(C)N1C(N)=C(C#N)C(c2ccccc2F)C2=C1CC(C)(C)CC2=O (configuration not stated) | 1 | 5 | -2 | 20 | 2 | 6 | 5 | 0 |
| COCCNC(=O)c1cc2c(Br)ccc(Br)c2nc1N | -3 | -10 | 2 | 6 | x | -3 | x | x |
| O=C(C[C@@H]1CC[C@H]2[C@@H](COC[C@H](O)CN2C(=O)Nc2ccc(Cl)cc2)O1)N1CCCCC1 | 1 | 4 | -2 | -23 | 6[16.7 µM] | -15 | 1 | -2 |
| CCc1ccc(NC(=O)C(CC)Sc2nc3ccsc3c(=O)n2CCC(=O)O)cc1 (configuration not stated) | 1 | -17 | 3 | x | x | 17 | 9 | 15 |
| NS(=O)(=O)c1ccc(CNC(=O)NC23CC4CC(CC(C4)C2)C3)cc1 | 1 | x | x | 5 | -1 | 9 | 4 | x |
| O=C(Nc1ccccc1)C(Cl)C(=O)c1ccccc1 (configuration not stated) | 0 | -22 | -4 | -31 | 2 | 0 | -1 | 1 |
| COC(=O)c1cc(OC)c(OC)cc1NC(=O)c1c(-c2ccccc2)noc1C | 2 | x | x | 8 | 0 | 13 | 1 | 1 |
| COc1ccc(N2CCN(C(c3ccc4ncccc4c3)c3nnnn3C(C)C)CC2)cc1 (configuration not stated) | 1 | 10 | 2 | 7 | 1 | 4 | -3 | 0 |
| COc1ccc2c3c(n(C)c2c1)[C@@H](CO)N(S(=O)(=O)c1ccc(C)cc1)CC31CCN(C)CC1 | 3 | -5 | 11 | -10 | x | 5 | -41 | x |
| O=S(=O)(Nc1ccc2c(c1)OCO2)c1ccc(Cl)cc1F | 1 | -9 | -7 | -11 | 4 | -10 | 2 | 4 |
| COc1ccccc1N(CC(=O)NC1CCCC1)C(=O)c1csnn1 | x | -6 | -3 | x | 5 | x | x | 1 |
| C[C@H]1CC[C@@]2(O[C@@H](CCO)C[C@@H](O)[C@@H]2O)O1 | 1 | -2 | 11 | 15 | 0 | -4 | -5 | 1 |
| Fc1ccc(CSc2ncnc3scc(-c4ccccc4)c23)cc1 | 0 | 22 | 6 | -4 | -2 | x | x | 2 |
| O=C(C1=COCCO1)N(Cc1nnc(-c2ccc(Cl)cc2)o1)C1CC1 | 1 | -9 | 3 | -14 | x | -10 | x | x |
| O=C(NCc1ccccn1)NC12CC3CC(CC(C3)C1)C2 | x | x | 12 | x | 8 | x | -8 | -11 |
| COc1ccc(CC(NC(C)=O)C(=O)NC2CCN(c3c(Cc4ccccc4)c(C)nc4ncnn34)CC2)c(OC)c1 (configuration not stated) | 1 | 17 | -1 | 6 | x | 8 | 7 | x |
| O=C(Nc1nc2ccccc2n1Cc1ccccc1)c1ccc(COc2ccccc2[N+](=O)[O-])o1 | -4 | x | x | 21 | -1 | -5 | 4 | -3 |
| COc1cccc(-c2cc(C(=O)Nc3cccnc3Cl)no2)c1 | -5 | -24 | -2 | -62 | -4 | -12 | 0 | -1 |
| CN(c1ccccc1)c1nc(N)c([N+](=O)[O-])c(N2CCCCCC2)n1 | 1 | -24 | -9 | -27 | 1 | -34 | -3 | 0 |
| COc1ccc2[nH]c3c(c2c1)CCN1C(=O)C(CC(=O)NCc2ccc(OC)c(OC)c2)C[C@H](C(=O)N2CCOCC2)[C@@]31C (some centres not stated) | 0 | 4 | 4 | 15 | -3 | -2 | x | -1 |
| O=C(Cc1cccc(NC(=O)C2CCN(C(=O)C3CCCCC3)CC2)c1)Nc1cccc(C(=O)N2CCCCC2)c1 | -3 | -1 | -5 | -2 | -8 | -1 | 0 | 1 |
| Cc1oc2c(c1C(=O)Nc1cccc(C(=O)O)c1)CCCC2 | x | x | -10 | x | -1 | x | 2 | -1 |
| CC(O)C(NS(=O)(=O)c1ccc(Cl)cc1)C(=O)OCC(=O)Nc1cccnc1Cl (configuration not stated) | x | -7 | 4 | 12 | -8 | 4 | -5 | 4 |
| CN(C(=O)COC(=O)c1cccc(Cl)c1)C1CCS(=O)(=O)C1 (configuration not stated) | 2 | -3 | 1 | -2 | -16 | 9 | -3 | -2 |
| COc1ccc2c3c(n(C)c2c1)[C@@H](CO)N(C(=O)Nc1ccc(F)cc1)CC31CCN(C(=O)NC(C)C)CC1 | 1 | x | x | -7 | x | -8 | -1 | x |
| COc1ccc(NC(=S)NCCc2ccc(F)cc2)c(OC)c1 | -4 | -7 | 8 | 9 | x | 20 | x | x |
| CSCc1ccc(C(=O)NC(C)c2cnn(-c3ccccn3)c2C)o1 (configuration not stated) | -3 | -67 | -7 | -34 | -6 | -14 | -5 | 2 |
| COc1c(F)c(F)c(C(=O)O)c(Nc2ccc(C)cc2C)c1F | 1 | -3 | 2 | 8 | 2 | 1 | -3 | x |
| CCOc1ccc(NC(=O)CCn2ccnc2)cc1 | -2 | 10 | 3 | 3 | -4 | -12 | -7 | 1 |
| Cc1cc(NC(=O)CSc2nnc3ccc(-c4ccc(F)cc4)nn23)no1 | 2 | -14 | -5 | -3 | x | 2 | x | x |
| COc1ccc(S(=O)(=O)N(C)C[C@H]2Oc3c(NC(=O)C4CCCCC4)cccc3C(=O)N([C@@H](C)CO)C[C@H]2C)cc1 | -2 | -16 | x | -4 | -5[16.7 µM] | 3 | 2 | 0 |
| C=CCNC(=O)[C@@H]1[C@H]2C(=O)O[C@H](c3ccccc3)[C@H](c3ccccc3)N2[C@H](c2ccccc2OCCO)[C@@]12C(=O)N(C(=O)OCCOC)c1ccc(C#CC3(O)CCCCCC3)cc12 | 1 | 71* | x | 14 | x | x | x | 0 |
| CCCCn1c2ccccc2c2nnc(SCC(=O)NC3=NN=C(c4ccccc4)CS3)nc21 | -2 | 77* | -13 | 18 | x | -10 | x | x |
| CN1CCN(c2ccccc2/C=N/NC(=O)c2cccnc2)CC1 | 2 | -7 | 5 | 7 | x | 2 | x | x |
| N#Cc1ccc(Cn2c(=O)oc3ccccc32)cc1 | -3 | 19 | -14 | -1 | -5 | -37 | 2 | -4 |
| CCCCNC(=O)CS(=O)Cc1nc(-c2ccc(C)cc2)oc1C (configuration not stated) | 4 | 5 | 2 | 1 | 3 | 3 | 0 | -1 |
| O=C(CN1CCc2ccccc21)NC(=O)NCc1ccccc1 | -2 | 15 | 3 | 11 | x | -13 | 10 | x |
| COc1ccc(Cl)cc1NC(=O)NCc1ccco1 | -4 | 4 | x | -11 | x | 1 | x | x |
| COc1ccc(S(=O)(=O)N2CCN(Cc3cccc(OC)c3)CC2)cc1 | 0 | 21 | 9 | 3 | -3 | 4 | -4 | 0 |
| Cc1ccc(NC(=O)c2cnn(-c3ccccc3)c2C)c(C)c1 | -2 | -73 | 1 | -132 | x | -52 | x | -2 |
| COc1ccc(S(=O)(=O)Nc2ccc3c(c2)C(=O)N([C@@H](C)CO)C[C@@H](C)[C@H](CN(C)Cc2ccc(Cl)c(Cl)c2)O3)cc1 | 1 | x | x | 6 | -5[16.7 µM] | -3 | -5 | -1 |
| Cc1ccc2cccc(OCC(=O)N3CCc4ccccc43)c2n1 | 3 | 14 | -6 | 4 | 0 | -7 | 7 | 0 |
| C/C=C/c1ccc([C@H]2[C@H]3CN(Cc4ccc(C(=O)OC)cc4)CC(=O)N3[C@H]2CO)cc1 | -2 | -3 | x | -2 | x | 5 | 6 | x |

The list goes on:
| SMILES | Casp6 inh | PAX8 inh HTS | FN deposit inh | EWS-Fli inh | miR-122 sensor | LGR2 antag | PGC1a acetyl inh | Cneo AK release |
| --- | --- | --- | --- | --- | --- | --- | --- | --- |
| CCN1CCN(S(=O)(=O)c2ccc(Cl)c(C(=O)N(C)Cc3ccc(F)cc3)c2)CC1 | 1 | x | 2 | 1 | -4 | 8 | -6 | 10 |
| CCC(C)N(C(=O)CSc1nc2ccc(OC)cc2[nH]1)C1CCS(=O)(=O)C1 (configuration not stated) | 3 | 3 | 16 | -2 | x | 3 | x | x |
| Cn1cc(C=O)c2cc(F)ccc21 | -1 | 21 | 13 | 10 | x | 11 | -9 | x |
| C[n+]1cn(/N=C/c2ccccc2)c2ccccc21 | x | 19 | 6 | x | 2 | -6 | 10 | 6 |
| C[C@@H]1CN([C@@H](C)CO)C(=O)c2cccc(NC(=O)Nc3ccc(F)cc3)c2O[C@H]1CN(C)Cc1ccc(-c2ccccc2)cc1 | 0 | x | 4 | 15 | 3[16.7 µM] | 28 | -3 | -4 |
| CCC(=O)NC(c1ccc(OC)c(OC)c1)c1cc(Cl)c2cccnc2c1O (configuration not stated) | -2 | 56 | 0 | 20 | x | x | x | x |
| COc1ccc(Cl)cc1N/C(N)=N/c1nc(C)cc(=O)[nH]1 | -2 | 7 | -2 | 1 | x | 0 | 10 | x |
| COc1ccc(SCCN2CCN(C)CCC2=O)cc1 | x | -20 | 1 | 1 | 27 | -1 | 11 | 1 |
| COc1ccc(S(=O)(=O)Nc2cccc3c2O[C@H](CN(C)Cc2ccc(-c4ccccc4)cc2)[C@@H](C)CN([C@H](C)CO)C3=O)cc1 | 0&1 | 5 | -2 | 21&0 | -2 | -8&0 | -48 | 5 |
| CCCC1=NN(c2ccc([N+](=O)[O-])cc2)C(=O)/C1=C\N(C)C | 4 | -35 | -2 | -22 | x | x | x | x |
| CC(=O)Nc1ccn(-c2ccccc2)n1 | x | -19 | -2 | x | -17 | x | x | -1 |
| O=C(CCC(=O)N1CCSc2ccccc21)NCCc1ccccc1 | 0 | 2 | 0 | -2 | -5 | -12 | x | 1 |
| Cc1cc(NC(=O)CC(C)C)c(=O)n(Cc2c(F)cccc2Cl)c1 | 2 | 18 | -9 | 3 | -3 | -2 | -10 | -1 |

Bioassay records: PubChem, Broad Institute
